Bioassay records: PubChem BioAssay, several laboratories
sPLA2-III inh – human group III sPLA2 inhibitors, primary screen, biochemical, QFRET, BODIPY PC-A2 liposome substrate; Group 3 secretory phospholipase A2 (Homo sapiens), Q9NZ20; QFRET BODIPY PC-A2 liposome hydrolysis, fluorescence; inhibition, % at 12.2 µM; actives 0.56% (n = 370,000); AID 743126, 2013;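 active = inhibition above mean plus 3 SD of compounds lying within the high and low control bounds, cut at about 19% in these data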;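 note: 0% = median of test compound wells and 100% = no enzyme DMSO wells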
hcDAF-12 act – H. contortus DAF-12 nuclear receptor activators, primary screen, cell-based, luminescence, HEK293, lit1-tk-luc reporter; HEK293 hcDAF-12 lit1-tk-luc reporter; 0% DMSO, 100% Δ7-dafachronic acid; activation, % at 6.8 µM; actives 1.4% (n = 370,000);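 active = activation above the mean of all tested compounds plus 3 SD, cut at about 5.5% in these data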;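 note: 100% = response to 3 µM Δ7-dafachronic acid high control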
NPR2 activator – human GC-B receptor activators, primary screen, HEK293 GC-B cells, cGMP TR-FRET, EC30 CNP; Atrial natriuretic peptide receptor 2 (Homo sapiens), P20594; 0% at EC30 CNP, 100% saturating CNP; activation, % at 10 µM; actives 0.11% (n = 370,000);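 active = activation at 10 µM reaching about 35% in either raw or pattern-adjusted values, limit read from the data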
SMARCA2 activ – SMARCA2 (BRM) function activators, primary screen, cell-based, luminescence, high throughput | MG213 cells, MMTV-luciferase reporter, dexamethasone, overnight | activation, % at 9.1 µM | actives 1% (n = 370,000) | AID 652017, 2013; in the data active = activation above about 7.8%;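 note: 0% = vehicle wells and 100% = reference activator wells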
hgDAF12 agonist – H. glycines DAF-12 receptor agonists, primary screen, cell-based, luminescence, HEK293, GAL4 fusion, UAS-luciferase; Nuclear hormone receptor DAF-12 (Heterodera glycines), GAL4 fusion; activation, % at 6.8 µM; AID 687014, 2013; actives 1.8% (n = 370,000); HEK293 GAL4-hgDAF12 UAS-luciferase reporter, agonist luminescence; normalized to butyrate control;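 active = activation above a cutoff set at the mean of all screened compounds plus 3 SD, cut at about 10% in these data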;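 note: 0% = DMSO wells and 100% = sodium butyrate wells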
ssDAF12 agonist – S. stercoralis DAF-12 nuclear receptor activators, primary screen, cell-based, luminescence, HEK293, GRIP1 co-expression, lit1-tk-luc. AID 652126, 2013. actives 1% (n = 370,000). activation, % at 6.8 µM. HEK293 ssDAF-12/GRIP1 lit1-tk-luc reporter; % of 3 µM dafachronic acid response;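 active = activation above the mean over all tested compounds plus 3 SD, cut at about 0.9% in these data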;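 note: 0% = DMSO-only wells and 100% = 3 µM delta7-dafachronic acid wells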
DAX1 inh-1 – DAX1 (NR0B1) inhibitors on StAR promoter, primary screen, cell-based, luminescence, SF-1 (NR5A1), full-length DAX-1; HEK293T StAR-luciferase reporter, SF-1/DAX-1 repression relief; inhibition, % at 6.8 µM; actives 1.1% (n = 370,000); AID 652010, 2013;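 active = inhibition above the mean over all tested compounds plus 3 SD, cut at about 3.6% in these data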;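 note: 0% = DAX-1 cells with DMSO and 100% = cells lacking DAX-1 with DMSO; higher inhibition means more luminescence from relief of DAX-1 repression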
ADAM10 inh – human ADAM10 inhibitors, primary screen, biochemical, QFRET, HTS; actives 0.62% (n = 370,000); AID 720582, 2013; recombinant ADAM10, EDANS/DABCYL FRET peptide cleavage, 3 h; Disintegrin and metalloproteinase domain-containing protein 10 (Homo sapiens), O14672; inhibition, % at 7 µM;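 active = inhibition above a per-campaign cutoff equal to the mean of compounds falling between control-based bounds plus 3 SD, cut at about 20% in these data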;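 note: 0% = DMSO wells while the 100% control is not disclosed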
Target sequence (O14672 214-748 limits assumed): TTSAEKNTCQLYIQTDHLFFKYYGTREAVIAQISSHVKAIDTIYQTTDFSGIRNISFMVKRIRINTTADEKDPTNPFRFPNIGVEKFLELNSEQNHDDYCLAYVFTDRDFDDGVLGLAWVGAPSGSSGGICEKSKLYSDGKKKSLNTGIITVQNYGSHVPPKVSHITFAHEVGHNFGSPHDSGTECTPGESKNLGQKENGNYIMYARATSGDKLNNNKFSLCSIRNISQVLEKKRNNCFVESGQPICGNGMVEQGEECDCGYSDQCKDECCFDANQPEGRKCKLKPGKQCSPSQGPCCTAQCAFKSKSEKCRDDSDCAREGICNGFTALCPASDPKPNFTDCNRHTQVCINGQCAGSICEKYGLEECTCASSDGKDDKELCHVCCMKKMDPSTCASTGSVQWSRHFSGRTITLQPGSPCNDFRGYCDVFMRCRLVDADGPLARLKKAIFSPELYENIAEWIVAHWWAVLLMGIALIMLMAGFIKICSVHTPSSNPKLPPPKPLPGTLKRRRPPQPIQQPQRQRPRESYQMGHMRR
DAX1 inh-2 – DAX1 (NR0B1) inhibitors, primary screen, cell-based, HEK293, Gal4-DAX1, luciferase luminescence; actives 0.99% (n = 340,000); Nuclear receptor subfamily 0 group B member 1 (Homo sapiens), P51843; HEK293 Gal4-DAX1 luciferase reporter; inhibition, % at 6.75 µM; AID 504766, 2011;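 active = inhibition above the mean over all tested compounds plus 3 SD, cut at about 4.2% in these data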;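 note: 0% = DAX1-transfected cells with DMSO and 100% = empty-vector control cells with DMSO; inhibition shows as a rise in luminescence from relieved DAX1 repression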
Target sequence (P51843 207-470 limits assumed): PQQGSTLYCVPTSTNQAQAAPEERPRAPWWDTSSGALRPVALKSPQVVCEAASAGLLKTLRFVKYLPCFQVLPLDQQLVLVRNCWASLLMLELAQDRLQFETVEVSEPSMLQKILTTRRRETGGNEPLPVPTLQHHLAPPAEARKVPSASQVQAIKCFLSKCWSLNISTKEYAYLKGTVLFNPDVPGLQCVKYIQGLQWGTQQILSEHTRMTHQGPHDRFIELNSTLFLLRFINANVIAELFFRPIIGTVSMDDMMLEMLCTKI
NPR1 activator – GC-A stimulated cGMP production enhancers – HEK293 GC-A cells, cGMP TR-FRET, EC30 ANP, primary screen | Atrial natriuretic peptide receptor 1 (Homo sapiens), P16066 | 0% at EC30 ANP, 100% saturating ANP | activation, % at 10 µM | actives 0.14% (n = 370,000); in the data active = activation above about 40%
FXN GAA850 act – FXN promoter activators, primary screen, cell-based, luciferase luminescence, HEK293 lucGAA850 | HEK293 lucGAA850 FXN promoter luciferase reporter, 24 h; percent of 10 µM SAHA response | activation, % at 6 µM | actives 0.56% (n = 360,000);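 active = activation above the average of all compounds screened plus 3 SD, cutoff fixed separately per campaign, cut at about 7.5% in these data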;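 note: 0% = DMSO wells and 100% = 10 µM SAHA wells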
Starred values were filed as active, the others as inactive; . = not tested or not shown. Hits appear at their usual frequency; any-hit rate near 6.6%.

canonical_smiles	sPLA2-III inh	DAX1 inh-1	NPR2 activator	ssDAF12 agonist	hcDAF-12 act	hgDAF12 agonist	NPR1 activator	ADAM10 inh	DAX1 inh-2	SMARCA2 activ	FXN GAA850 act
CCCCn1c(N)c(N(CC(C)C)C(=O)CSCc2ccc(Cl)c(Cl)c2)c(=O)[nH]c1=O	-5	-1.1	-8	-1.3	-1.3	-3.1	-7	-5	-0.6	-1	-2.0
CSc1nsc(SC)c1-c1ccc(Cl)cc1	13	0.4	2	-0.5	1.2	1.5	0	-22	0.9	1	2.4
CC1(C)CC(=O)C2=C(C1)NC(=O)NC2c1ccccc1 (centres undefined)	1	-0.3	4	-0.1	-1.4	0.0	-1	-12	0.0	3	2.4
CCN(CC)c1ccc(C=C2C(=O)OC3(CCCC3)OC2=O)cc1	-1	0.0	2	0.1	-0.6	2.0	6	-3	-0.6	-3	-1.2
CCOC(=O)/C(=C/c1ccco1)NC(=O)c1ccc(Br)o1	-4	0.1	-2	-1.1	-0.4	1.1	3	5	1.0	1	1.2
C(=N\c1nc2ccccc2n1CCN1CCOCC1)/c1cccs1	1	-0.3	-2	-0.3	2.5	1.6	2	-5	-0.1	-1	0.4
COc1ccc(OCCNS(=O)(=O)c2ccc3oc4ccccc4c3c2)cc1	-30	0.6	4	-0.8	-0.6	-0.3	6	12	-0.3	-7	0.2
Cc1cc(C)cc(NC(=O)C2CC(=O)n3ncnc3N2)c1 (centres undefined)	1	-0.1	1	-1.2	-1.9	-2.2	-3	1	1.8	1	2.2
S=C(Nc1ccc(Oc2ccccc2)cc1)NC1CCCCCC1	-7	-1.0	5	-1.6	-0.1	-0.7	10	0	-1.1	-4	1.5
CC1CC(OC(=O)C2CCN(S(=O)(=O)c3ccc(F)cc3)CC2)C(=O)O1 (centres undefined)	4	0.4	0	-0.7	-1.8	-1.3	2	1	-0.4	1	-1.5
Nn1c(Cc2cccc3ccccc23)nnc1SCc1ccc(Cl)c(Cl)c1	-10	-0.6	-5	-1.0	-1.4	0.9	-21	10	1.0	-5	-2.0
CCOC(=O)C1=C(C)NC(=O)NC1c1ccc2c(c1)OCO2 (centres undefined)	4	-1.1	-5	-1.2	0.7	-0.3	-3	-3	-1.6	-1	-1.7
O=C(COc1ccccc1[N+](=O)[O-])N/N=C/c1ccccn1	-1	0.9	8	-0.9	4.3	8.9	-2	4	0.9	4	4.3
CC(Oc1ccc(F)cc1)C(=O)Nc1nc(-c2ccccn2)cs1 (centres undefined)	-1	-2.8	6	-0.8	-1.2	-5.9	9	-12	-2.0	2	-0.5
O=c1c2ccccc2sc2nc(C3CCCCC3)n(Cc3ccco3)c(=O)c12	3	0.2	-4	-0.2	-1.1	5.1	1	-14	3.7	-3	-0.9
O=C(Nc1nccs1)c1ccc(N2C(=O)C3CCCCC3C2=O)cc1 (centres undefined)	1	2.7	3	0.0	5.6	7.3	1	7	-0.6	-3	1.4
CC(C)(C)c1cc(CN(CCO)CCO)cc(C(C)(C)C)c1O	10	-0.7	7	-1.1	-0.5	-2.2	3	9	-0.6	-1	-0.4
O=S1(=O)CC(N2CCCC2)CN1Cc1ccc(F)cc1 (centres undefined)	-6	-0.8	2	-0.5	5.2	5.0	2	-3	.	4	.
O=C(Nc1cccc(C(F)(F)F)c1)C1Cc2c(-c3cccc(F)c3)ccnc2O1 (centres undefined)	-5	-2.0	-8	-1.2	-1.3	-2.1	-4	14	.	-2	-0.1
CNC(=O)Cn1ncc2c(C)n(Cc3ccc(C)cc3)c(C)c2c1=O	4	0.2	-2	-1.3	-2.3	-1.6	7	-2	0.1	0	-0.8
COc1ccccc1N(C)S(=O)(=O)c1ccc(C(=O)OCC(=O)NCc2ccco2)cc1	-5	-0.4	6	-1.0	-1.0	-1.5	2	-4	0.4	2	0.0
COc1cc2c(cc1OC)/C(=C/C(=O)c1ccc(NC(C)=O)cc1)NCC2	-1	0.0	3	-1.4	-4.3	1.0	6	-82	-0.4	3	5.6
O=c1c(-c2n[nH]c(=S)n2-c2ccccc2)cccn1Cc1cccc(Cl)c1	22*	-0.1	-5	-0.6	-1.1	0.4	-2	-21	-0.7	-5	1.5
COc1cccc(NS(=O)(=O)c2csc(C(N)=O)c2)c1	0	-0.6	3	-1.2	-0.7	0.5	0	0	-0.1	-2	-0.1
CC[C@@H]1C=C(C(=O)O)[C@H](c2ccc(Br)cc2)N1S(=O)(=O)c1ccc(C)cc1	1	1.2	-1	-1.2	-0.9	2.5	2	-8	1.5	-2	-1.2
CCc1ccc(Nc2ccc(C(=O)O)cc2[N+](=O)[O-])cc1	-12	-0.2	4	-1.2	0.1	1.1	2	-5	0.0	2	-1.4
CCOc1ccc(-c2cc(C(=O)Nc3cc(OC)c(OC)c(OC)c3)[nH]n2)c(C)c1	-12	0.1	0	-0.7	-1.2	-2.2	0	3	.	-3	-2.5
O=C(c1cc2c(s1)CCCC2)N1CCN(C(=O)C2CCCO2)CC1 (centres undefined)	-4	-0.4	-1	-0.9	-1.5	-1.7	4	-3	0.7	0	-0.2
COc1ccccc1CNc1nc(NCCNC(C)=O)c2sccc2n1	0	-0.3	-2	-1.3	-1.2	1.1	1	-12	.	0	1.6
O=C1CC(c2cccs2)Cc2nc(NC(=O)C3CC3)ncc21 (centres undefined)	0	-0.5	2	-1.2	0.8	-1.8	1	-8	-1.2	-1	-0.3
COc1ccc(OC)c(Nc2cc(C)nc3ccccc23)c1	2	-1.4	3	-1.4	-2.9	4.7	7	-1	-1.6	-1	-4.6
COc1ccccc1NC(=O)c1ccc(NC(=O)CSc2nc(N)cc(=O)[nH]2)cc1	9	0.1	-1	-1.5	0.0	-1.8	-1	-14	0.8	0	0.2
Cc1ccc2nsnc2c1N	-1	-0.4	3	-0.2	3.2	-4.3	-2	7	0.0	0	-0.2
COc1ccccc1CNC(=O)COC(=O)c1ccccn1	3	0.1	2	-1.5	0.0	3.0	-1	-5	0.3	0	0.1
Cc1cccc(NC(=O)c2ccc(COc3ccccc3[N+](=O)[O-])o2)n1	-2	0.7	-1	-0.9	-2.0	-3.8	1	2	-1.3	-1	2.4
CSc1ccc(CN2CCC2(C)C(=O)Nc2ccc(C)c(O)c2)cc1 (centres undefined)	-17	-0.3	6	-1.6	-1.6	-1.2	1	8	.	-2	0.3
O=S(=O)(NCCc1cn2ccccc2n1)c1ccc(-c2ccccc2)cc1	-9	-0.1	-9	-1.3	-1.6	-1.6	-2	1	-0.8	-1	1.4
O=C(CNC(=O)c1ccc(Br)cc1)NCCc1nc2ccccc2[nH]1	1	0.6	0	-1.6	-0.6	0.3	-4	-5	-0.6	-4	0.5
COc1ccccc1N(C(=O)CN1C(=O)c2ccccc2S1(=O)=O)C(C(=O)NCC1CCCO1)c1ccc(F)cc1 (centres undefined)	-6	-0.7	0	-1.6	-3.1	-0.8	-8	0	-1.0	-1	-1.8
Cc1ccc(-n2ncc3c(N4CCC5(CC4)OCCO5)ncnc32)c(C)c1	-5	-1.3	5	-1.5	3.4	-3.7	-4	0	-1.1	-3	2.4
CNC(=O)c1nnsc1S(=O)(=O)c1ccc(Cl)cc1	1	-2.5	21	-1.4	-0.8	6.4	9	6	-2.3	-11	-15
CC1CN(C(C)C(=O)NC(c2ccccc2)c2ccccc2)CC(C)O1 (centres undefined)	4	-0.1	-1	0.4	-1.5	0.9	-4	1	1.0	-2	0.4
C[N+]1(CC(=O)Nc2ccccc2Cl)CCN(C(=O)c2cccs2)CC1	4	1.0	2	-0.7	-0.8	1.2	0	0	-1.7	1	-2.1
CCn1cc(CN2CCC(n3nccc3NC(=O)c3ccccc3C)CC2)cn1	5	2.6	1	-0.9	-0.7	-0.4	-2	13	1.4	-3	0.9
Cc1nn(-c2ccccc2)c(Cl)c1/C=N/Nc1nc2ccccc2[nH]1	6	4.8*	0	1.4*	9.5*	24*	3	3	1.6	7.9*	0.1
O=C(CCNS(=O)(=O)c1ccccc1)N1CCC(Cc2ccccc2)CC1	-6	-1.9	0	-1.7	0.5	-0.8	-2	-4	0.6	-2	-0.9
CCOC(=O)N1CCN(Cc2nc3c(c(=O)[nH]c(=O)n3C)n2Cc2ccccc2C)CC1	-4	0.1	3	-1.9	-0.7	0.8	-4	-4	-0.4	2	1.5
C/C=C/C=N/Nc1nc(-c2ccc([N+](=O)[O-])cc2)cs1	4	-0.1	8	-1.3	-3.1	-0.1	5	7	-1.5	-2	2.0
O=C(NCc1nnc2c(C(F)(F)F)cc(Cl)cn12)c1ccc(Br)o1	2	0.1	-1	-0.9	-0.9	3.1	-3	-2	0.6	-3	1.8
Cc1ccoc1C(=O)N1CCCC(CO)(Cc2ccc(F)cc2)C1 (centres undefined)	-5	-2.0	1	-0.8	-0.4	-1.3	0	-4	-0.6	-1	1.5

(list continues)
canonical_smiles	sPLA2-III inh	DAX1 inh-1	NPR2 activator	ssDAF12 agonist	hcDAF-12 act	hgDAF12 agonist	NPR1 activator	ADAM10 inh	DAX1 inh-2	SMARCA2 activ	FXN GAA850 act
Nc1c2c(nc3sc4c(c13)CCCCC4)CCCCC2	2	5.0*	8	0.6	5.8*	16*	3	1	0.6	3	3.3
COC(=O)c1ccc(COc2ccccc2/C=N/O)o1	7	-0.5	0	-1.5	-1.4	-2.4	0	-5	.	0	1.7
Cc1cc(NC(=O)c2cc(C(C)(C)C)oc2C)no1	-5	-0.1	-4	-1.5	-1.2	-0.3	-6	4	-2.6	0	0.6
COc1ccc2c(CC(=O)Nc3nnc(C4CC4)s3)coc2c1	-6	-0.5	0	-1.2	-0.9	-0.5	-1	-14	-0.4	-2	1.9

Some entries already given with just NPR1 activator and ssDAF12 agonist.
molecule	NPR1 activator	ssDAF12 agonist
COC(=O)c1ccc(COc2ccccc2/C=N/O)o1	0	-1.5
Cc1cc(NC(=O)c2cc(C(C)(C)C)oc2C)no1	-6	-1.5
